Screens as filed in PubChem BioAssay.
human PMI inhibition: MPI enzyme activity inhibition – biochemical, fluorescence intensity, coupled assay, primary screen (AID 1209) | purified PMI enzyme, coupled fluorescence intensity; higher % means a stronger effect | actives 0.42% (n = 190,000) | one-dose inhibition, % at 20 µM; IC50 in µM for titrated hits;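 further: plate controls were DMSO vehicle for no effect and wells lacking substrate for full effect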
RSV antiviral HEp-2: RSV antiviral activity via CPE protection, HEp-2 cells, primary 10 µM value included (AID 2391); HEp-2 cells, RSV-induced CPE inhibition; higher % means a stronger effect; CPE inhibition, % at 10 µM; hits with a dose series show IC50 in µM; actives 0.13% (n = 310,000); in the data active means a potency from the dose series; inconclusive means CPE inhibition mostly from about 23% at the one dose, without a potency; inactive means the rest, 99 in 100 with CPE inhibition below about 21%; further: strong numbers were not always called active
SIAH1 antagonists: blockers of Siah-1 interaction with plectin peptide – biochemical, fluorescence polarization, rhodamine-plectin, uHTS, primary screen (AID 1817) | Siah-1 / rhodamine-plectin peptide fluorescence polarization; higher % means a stronger effect | one-dose displacement, % at 20 µM; IC50 in µM for titrated hits | actives 0.02% (n = 290,000);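 active means displacement of at least 50% at 20 µM, with a fluorescence ratio check between 0.3 and a set limit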;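 further: plate controls were Siah plus tracer with DMSO for no effect and tracer alone without Siah for full effect; strong numbers were not always called active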
Myeloid diff 2: promotes myeloid progenitor differentiation. actives 1% (n = 360,000). ER-HoxA9 myeloid progenitors, lysozyme-GFP differentiation, flow cytometry. calls only at 10 µM. AID 624256;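 active means normalized GFP-positive differentiation at or above the plate's own cutoff, the solvent-only control mean plus 3 SD; inconclusive means no clear call, values can overlap the other calls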;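 further: cells exposed to compound for four days before flow analysis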
XIAP antagonists: XIAP antagonists, biochemical, IAP family, fluorescence polarization (AID 1018); actives 0.007% (n = 200,000); displacement, % at 20 µM; hits with a dose series show IC50 in µM; XIAP BIR domain, fluorescence polarization peptide displacement; higher % means a stronger effect; in the data active means displacement above about 50%; further: a part of the inactive calls stands beside numbers as strong as those of hits
TNAP activators: stimulation of alkaline phosphatase TNAP activity – biochemical, luminescent, no phosphate acceptor, uHTS, primary screen (AID 1001) | purified TNAP, luminescent activation assay, no phosphate acceptor; higher activation fold means a stronger effect | activation fold at 20 µM, or EC50 in µM where a hit was titrated | actives 0.03% (n = 200,000); in the data active means activation fold from about 3, or a potency from the dose series; inactive means the rest, 99 in 100 with activation fold below about 1.6; further: many of its hits are not listed in these tables
PMI inhibition: human PMI inhibitors, high substrate, primary screen, biochemical, fluorescence intensity, high mannose 6-phosphate (AID 1220). one-dose inhibition, % at 20 µM; IC50 in µM for titrated hits. recombinant PMI enzyme, coupled fluorescence intensity; higher % means a stronger effect. actives 0.66% (n = 190,000)
WT yeast gro inh: growth inhibition of WT yeast, mitochondrial fusion screen; actives 2.1% (n = 190,000); inhibition, % at 10 µM; mitochondrial fusion phenotypic screen, WT strain; in the data active means inhibition above about 58%; tested in S. cerevisiae
PhoP inhibition: PhoP-dependent GFP reporter repression – Salmonella Typhimurium, primary screen (AID 1863) | S. Typhimurium PhoP-regulated promoter GFP reporter, 4 h; higher % means a stronger effect | inhibition, % at 50 µM, or IC50 in µM where a hit was titrated | actives 0.16% (n = 300,000);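 active means inhibition over 29.93%, a cutoff 3 SD above the screen mean, later confirmed by dose response; inconclusive means inhibition over 29.93% but no dose response follow-up; inactive means inhibition at most 29.93% or unconfirmed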;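 further: 0% = low Mg2+ inducing control and 100% = high Mg2+ repressing control; strong numbers were not always called active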
WT yeast gro inh mutant strain: second read-out of WT yeast gro inh, no call of its own (marks repeat the call); inhibition, %; mitochondrial fusion phenotypic screen, mutant strain inhibition
Myeloid diff 2 GFP+ MAC1+ %: also measured in Myeloid diff 2; calls as there; GFP+ MAC1+ double positive, %; measured here: differentiation confirmed by MAC1 staining
* = called active by the depositor; i = inactive; ? = inconclusive; / = no result given. Unless noted, no stated cut-off is given here; in the data, active means inhibition above about 50%; inactive means the rest.

SMILES	human PMI inhibition	RSV antiviral HEp-2	SIAH1 antagonists	Myeloid diff 2	Myeloid diff 2 GFP+ MAC1+ %	XIAP antagonists	TNAP activators	PMI inhibition	WT yeast gro inh	WT yeast gro inh mutant strain	PhoP inhibition
O=C(O)CC(CC(=O)Nc1nncs1)c1ccccc1 (stereo not given)	6.9%	1.1%	4.9%	i	0.7	-1.2%	1.2	-0.2%	9.2	-8.4	3.7%
Cc1cccc2c1NC1(CCCC1)CC2C (stereo not given)	/	0.9%	10.7%	i	0.5	/	/	/	/	/	-4.2%
CCCCOC(=O)c1nnc(-c2ccccc2)o1	/	0.2%	7.5%	i	0.3	/	/	/	/	/	2.3%
COc1ccccc1/C=C/c1nc(S(=O)(=O)c2ccccc2)c(N(C)C)o1	/	2.4%	-5.0%	i	2.6	/	/	/	/	/	-5.4%
CC1CCCC/C1=N\NC(=S)Nc1cccnc1 (stereo not given)	-68.7%	-1.7%	0.5%	i	0.2	-4.4%	1.1	-91.6%	-3.5	18.0	-3.7%
Cn1cnc([N+](=O)[O-])c1Oc1cccc2ccccc12	0.9%	-1.4%	-0.6%	i	0.5	-17.7%	1	29.8%	2.4	-6.0	7.5%
COc1ccc(C(C)=O)c(OC(=O)c2ccc(OC)c(OC)c2)c1	17.5%	0.2%	2.2%	i	0.6	-3.2%	1.1	18.2%	-18.1	0.1	-0.3%
CCOc1ccc(NC(=O)CN(C)C(=O)Cc2c(C)nc3ccccc3c2C)cc1OCC	/	5.5%	-2.2%	i	2.6	/	/	/	/	/	-1.9%
COc1ccc(/C=N/n2c(SC)nnc(C(C)(C)C)c2=O)c(OC)c1	13.5%	2.2%	-3.7%	i	0.9	-3.4%	1	8.5%	-10.6	27.4	-5.2%
O=[N+]([O-])c1cccnc1-n1cnc2ccccc21	21.0%	1.8%	-3.1%	i	0.5	-7.6%	1	34.6%	-18.1	10.0	-2.0%
COc1ccc(CN(CCN2CCOCC2)C(=O)c2c(F)cccc2F)cc1OC	-5.2%	0.7%	2.9%	i	9.0	-7.9%	1.1	-3.1%	0.7	1.7	-9.3%
COC(=O)CCC(=O)N1CCCC(C(=O)c2ccc(Cl)cc2C)C1 (stereo not given)	/	0.2%	-4.8%	i	0.2	/	/	/	/	/	12.3%
CN(C)C=Nc1ccc2nn(-c3ccccc3)nc2c1	29.5%	4.7%	-3.8%	i	1.0	-3.6%	1.1	60.2%*	33.6	22.4	12.6%
COc1ccccc1/C=C/C(=O)NCC(=O)n1nc(C)cc1C	/	0.6%	-1.8%	i	0.5	/	/	/	/	/	-6.9%
COc1ccccc1NC(=S)N1CCC(NC(=O)c2ccco2)CC1	2.4%	-1.3%	-4.6%	i	0.2	2.4%	1.1	-5.4%	14.0	-0.1	8.4%
COc1ccc(/C=C/c2onc(C)c2S(=O)(=O)N2CCC(C(=O)N3CCC(C)CC3)CC2)cc1	/	10.4%	-5.7%	?	/	/	/	/	/	/	11.6%
COc1ccc(N2CCN(C(=O)C3CCCN(S(=O)(=O)c4ccc(F)cc4)C3)CC2)cc1 (stereo not given)	/	6.6%	2.8%	i	3.3	/	/	/	/	/	-4.5%
COC(=O)c1ccc(OC(=O)c2ccc(OC)c(OC)c2)c(OC)c1	-3.1%	-1.7%	4.9%	i	0.7	-5.1%	1.1	-1.7%	0.0	7.6	6.6%
Cc1ccccc1CCN(C(=O)Cn1nnc2ccccc21)C(C(=O)NC(C)(C)C)c1ccsc1 (stereo not given)	13.1%	1.3%	4.7%	i	13.1	1.9%	1.2	10.9%	0.0	1.9	2.2%
Cc1ccc(NC(=O)C(=O)NCCc2c[nH]c3ccccc23)c(C)c1	0.5%	1.1%	3.0%	i	0.2	-4.3%	0.9	-3.9%	11.2	2.8	-11.5%
CCN(CC)CCOC(c1ccccc1)c1ccc(C)cc1 (stereo not given)	-9.3%	0.9%	-7.5%	i	0.7	0.3%	1.1	-6.0%	9.0	-8.2	-3.2%
CCOc1ccc(OCCNC2CCCC2)cc1	-4.9%	-2.0%	1.8%	i	1.3	-2.3%	1.1	-10.7%	8.2	9.0	-1.7%
COc1ccc(-c2ccc(C#N)c(OC(=O)c3c(Cl)cccc3Cl)n2)cc1	9.3%	4.1%	6.9%	i	1.0	-6.4%	1.1	-0.6%	22.2	66.6	-3.6%
CN1CCCN(Cc2ccccc2C(F)(F)F)CC1	3.3%	3.7%	0.7%	i	0.6	-2.5%	1	-0.4%	3.0	0.6	10.6%
CN(C)CCN(C)Cc1c2ccccc2c(CN(C)CCN(C)C)c2ccccc12	/	-1.1%	-7.0%	i	1.2	/	/	/	/	/	1.6%
O=C(COC(=O)c1cc(=O)[nH]c(=O)[nH]1)Nc1cccc(S(=O)(=O)N2CCOCC2)c1	20.9%	-1.1%	-3.6%	/	/	-7.4%	1.1	11.2%	9.4	-2.5	-4.5%
c1ccc2c(SCc3cn4ccccc4n3)nncc2c1	-12.7%	0.5%	0.5%	i	0.5	-9.5%	1	-13.5%	2.6	10.8	-2.7%
N#Cc1ccncc1S(=O)c1ccc(Cl)cc1 (stereo not given)	/	4.0%	1.6%	i	1.5	/	/	/	/	/	3.3%
COc1ccc(CCNC(=O)COc2ncnc3cc([N+](=O)[O-])ccc23)cc1	15.9%	0.8%	2.3%	i	0.4	-9.8%	1.1	14.0%	-6.7	2.5	-6.3%
O=C(NCc1cccs1)C1CCN(S(=O)(=O)c2cccc3cccnc23)CC1	-8.5%	0.7%	-1.2%	i	2.9	-3.9%	0.9	-3.2%	-7.4	-2.9	0.8%
CC1=NN(Cc2ccccc2)C(=O)C1C(c1ccccc1)C(C#N)C#N (stereo not given)	-20.0%	3.6%	-0.7%	i	1.0	-3.7%	1	-31.2%	-5.0	-5.1	6.6%
CCOC(=O)N1CCN(C(=O)c2ccc(CNS(=O)(=O)c3ccc(C)cc3)cc2)CC1	8.9%	-0.7%	4.5%	i	0.2	-4.9%	1.1	8.8%	-6.8	-11.2	3.8%
Cc1ccc(S(=O)(=O)N(CC(=O)N/N=C\c2cccs2)c2cccc3cccnc23)cc1	21.1%	1.8%	23.6%	i	1.3	-4.6%	1.1	9.4%	-19.6	-9.7	13.4%
CCOc1ccccc1C(=O)N(C)Cc1cc2ccccc2[nH]c1=O	5.6%	0.9%	7.7%	i	0.6	-2.6%	1	7.1%	40.2	-1.6	-1.0%
Cc1nc2sc(C(c3ccc(C(C)C)cc3)N3CCN(CCO)CC3)c(O)n2n1 (stereo not given)	13.6%	-0.4%	6.8%	i	2.1	-4.6%	1	13.4%	2.2	2.3	-2.5%
CC1CCCC(C)N1C(=O)CSc1nnc(-c2cccs2)o1 (stereo not given)	10.3%	-0.8%	4.3%	i	8.0	-1.7%	1	4.4%	14.2	14.4	-5.8%
CCC1(C)Cc2ccccc2-c2nc3n(c(=O)c21)CCS3 (stereo not given)	-0.7%	8.1%	10.9%	i	0.0	-7.0%	1.2	3.0%	12.4	11.4	4.4%
COc1ccccc1CC(=O)NC(=O)c1ccccc1O	/	1.8%	1.5%	i	0.3	/	/	/	/	/	-2.5%
CCN(CC(=O)NCc1ccc2c(c1)OCO2)S(=O)(=O)c1ccc(F)cc1	/	-0.3%	-3.5%	i	3.5	/	/	/	/	/	-3.5%
CC(C(=O)NCc1ccc(F)cc1)n1ccc2cc(S(=O)(=O)N3CCCC3)ccc21 (stereo not given)	/	8.4%	3.7%	i	4.8	/	/	/	/	/	-0.5%
O=C1/C(=C/c2cccc([N+](=O)[O-])c2)CCc2ccccc21	14.1%	?	5.6%	i	0.8	-3.3%	1.1	15.8%	54.7	51.6	5.6%
CCCn1nnc(NCc2ccc(OCc3cccs3)c(OC)c2)n1	7.1%	13.5%	-2.8%	i	1.6	-4.9%	1.1	6.3%	-16.3	-6.6	4.7%
Cc1ccc(Cl)cc1NC(=O)c1cccc(OC(F)F)c1	12.4%	2.1%	-1.7%	i	0.3	-5.4%	1.1	10.0%	-5.4	2.0	2.0%
CSc1nc2ccc3nc(NC(=O)c4ccc(Cl)s4)sc3c2s1	7.1%	1.2%	-1.8%	i	1.2	-6.7%	1.1	5.8%	-10.5	-23.8	6.5%
Cc1cc(C(=O)N/N=C2\CC(=O)c3ccccc32)c(C)n1-c1ccc(F)cc1	/	4.0%	0.2%	i	0.5	/	/	/	/	/	-9.1%
CC(C)C(=O)NC(=S)Nc1ccccc1F	7.4%	0.2%	-2.7%	i	3.4	-6.3%	1	11.6%	-29.8	5.3	-3.0%
O=[N+]([O-])c1cccc(S(=O)(=O)NCCCn2ccnc2)c1	/	-0.4%	10.9%	i	0.2	/	/	/	/	/	-3.6%
O=C(NCc1ccccn1)C(=O)N/N=C/c1ccccc1O	/	0.3%	0.0%	i	0.3	/	/	/	/	/	3.9%
CCCCNC(=O)Cn1c(=O)oc2cc(S(=O)(=O)N3CC(C)CC(C)C3)ccc21 (stereo not given)	-0.1%	3.7%	-4.5%	i	2.3	-1.5%	1.2	2.1%	0.6	3.2	10.4%
CCOc1ccc(NC(=O)CCNC(=O)Cn2cnc3ccccc3c2=O)cc1	/	1.2%	0.8%	i	3.2	/	/	/	/	/	-4.3%
CCOC(=O)CN(Cc1sccc1C)C(=O)Nc1ccc(OCC)cc1	7.4%	0.4%	1.7%	i	0.0	-3.3%	1.1	1.4%	14.5	1.6	-5.8%
Cc1ccc(C(=O)N/N=C\c2c(C)nn(-c3ccccc3)c2Cl)cn1	3.5%	4.6%	2.1%	i	0.7	-2.4%	1.2	-6.4%	16.9	8.0	10.1%

In a second layout: entries from further up
Screens in order: human PMI inhibition | RSV antiviral HEp-2 | SIAH1 antagonists | Myeloid diff 2 | Myeloid diff 2 GFP+ MAC1+ % | XIAP antagonists | TNAP activators | PMI inhibition | WT yeast gro inh | WT yeast gro inh mutant strain | PhoP inhibition
- O=[N+]([O-])c1cccc(S(=O)(=O)NCCCn2ccnc2)c1
  / | -0.4% | 10.9% | i | 0.2 | / | / | / | / | / | -3.6%
- CC(C)C(=O)NC(=S)Nc1ccccc1F
  7.4% | 0.2% | -2.7% | i | 3.4 | -6.3% | 1 | 11.6% | -29.8 | 5.3 | -3.0%
- O=C(NCc1ccccn1)C(=O)N/N=C/c1ccccc1O
  / | 0.3% | 0.0% | i | 0.3 | / | / | / | / | / | 3.9%
- CCOC(=O)CN(Cc1sccc1C)C(=O)Nc1ccc(OCC)cc1
  7.4% | 0.4% | 1.7% | i | 0.0 | -3.3% | 1.1 | 1.4% | 14.5 | 1.6 | -5.8%
- CCOc1ccc(NC(=O)CCNC(=O)Cn2cnc3ccccc3c2=O)cc1
  / | 1.2% | 0.8% | i | 3.2 | / | / | / | / | / | -4.3%
- CCCCNC(=O)Cn1c(=O)oc2cc(S(=O)(=O)N3CC(C)CC(C)C3)ccc21 (stereo not given)
  -0.1% | 3.7% | -4.5% | i | 2.3 | -1.5% | 1.2 | 2.1% | 0.6 | 3.2 | 10.4%
